G9a block – qHTS Assay for Inhibitors of Histone Lysine Methyltransferase G9a; 350,000 compounds, 8.8% hits; G9a H3K9 monomethylation, AlphaScreen, 2 h; Histone-lysine N-methyltransferase EHMT2 (Homo sapiens), Q96KQ7; Potency, µM (series often up to 102 µM), inactives show at the highest dose activity, negative = inhibition, most hits filed as inhibitors; further: on the % scale 0 is the no-effect control and ±100 the full control effect; nearly all actives have a fitted effect of over 75% in size
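Step 1: enzyme (final 20 nM) with compound, 15 min RT. Step 2: substrate peptide 500 nM and SAM 20 uM, 2 h RT. Step 3: anti-H3K9me1 antibody and AlphaScreen beads, 10 min, then plate read.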
APEX1 inh – qHTS Assay for Inhibitors of the Human Apurinic/apyrimidinic Endonuclease 1 (APE1). recombinant APE1, TAMRA/BHQ-2 abasic DNA cleavage fluorescence. DNA repair nuclease/redox regulator APEX1 (Homo sapiens), P27695. Potency, µM (series often up to 65.8 µM), without a hit: at the top dose activity change, negative = inhibition, usual class: inhibitors. 350,000 compounds, 0.35% hits;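 further: plate controls were vehicle for no effect and reference inhibitor for full effect; nearly all actives have a fitted effect of over 55% in size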
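APE1 at 0.75 nM final was preincubated with compound 15 min at room temperature, then 50 nM double-stranded THF abasic-site substrate (5'-TAMRA/3'-BHQ-2) was added. Fluorescence (ex 525/em 598 nm) was read kinetically; third-minus-first read gave activity.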
JMJD2A Tudor – qHTS Assay for Inhibitors of JMJD2A-Tudor Domain. AID 504339, 2011. Lysine-specific demethylase 4A (Homo sapiens), O75164. 390,000 compounds, 4.4% hits. Potency, µM (highest dose often 114 µM), for inactives: top-dose activity change, negative = inhibition, most hits filed as inhibitors. AlphaScreen JMJD2A-Tudor / H3K4me3 peptide binding; further: on the % scale 0 is the no-effect control and ±100 the full control effect; nearly all actives have a fitted effect of over 50% in size
Target sequence (O75164 whole entry, looked up, the tested form may be a part): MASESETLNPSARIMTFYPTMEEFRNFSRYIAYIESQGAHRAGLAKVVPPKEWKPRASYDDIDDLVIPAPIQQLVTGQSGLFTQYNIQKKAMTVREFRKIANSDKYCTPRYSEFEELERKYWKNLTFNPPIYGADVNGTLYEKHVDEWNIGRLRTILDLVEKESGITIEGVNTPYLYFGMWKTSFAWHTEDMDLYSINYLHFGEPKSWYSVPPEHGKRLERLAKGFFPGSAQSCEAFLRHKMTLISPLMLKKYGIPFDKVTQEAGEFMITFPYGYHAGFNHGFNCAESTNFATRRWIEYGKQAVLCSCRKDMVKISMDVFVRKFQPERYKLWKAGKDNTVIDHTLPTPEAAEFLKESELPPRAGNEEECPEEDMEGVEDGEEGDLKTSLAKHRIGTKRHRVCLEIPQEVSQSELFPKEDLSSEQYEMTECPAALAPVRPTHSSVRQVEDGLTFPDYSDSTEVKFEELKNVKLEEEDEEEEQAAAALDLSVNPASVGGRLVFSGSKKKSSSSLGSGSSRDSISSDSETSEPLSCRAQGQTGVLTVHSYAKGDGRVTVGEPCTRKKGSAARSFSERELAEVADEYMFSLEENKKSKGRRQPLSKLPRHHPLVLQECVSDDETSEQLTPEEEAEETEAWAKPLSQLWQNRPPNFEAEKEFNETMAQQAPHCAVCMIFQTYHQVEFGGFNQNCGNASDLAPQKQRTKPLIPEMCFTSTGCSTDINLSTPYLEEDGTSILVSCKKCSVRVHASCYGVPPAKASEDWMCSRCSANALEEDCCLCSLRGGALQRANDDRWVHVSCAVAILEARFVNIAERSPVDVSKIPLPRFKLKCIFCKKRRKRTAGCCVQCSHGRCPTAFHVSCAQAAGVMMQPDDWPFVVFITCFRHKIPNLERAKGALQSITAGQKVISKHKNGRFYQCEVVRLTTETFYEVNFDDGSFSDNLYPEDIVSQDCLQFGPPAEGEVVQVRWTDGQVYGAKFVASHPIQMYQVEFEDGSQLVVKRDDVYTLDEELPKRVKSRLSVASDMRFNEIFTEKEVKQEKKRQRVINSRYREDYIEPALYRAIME
POLK inh – qHTS for Inhibitors of Polymerase Kappa; 400,000 compounds, 0.53% hits; Potency, µM (series often up to 107 µM), without a hit: at the top dose activity, negative = inhibition, usual class: inhibitors; purified Pol kappa, fluorescent DNA synthesis assay, 10 min; AID 588579, 2011; DNA polymerase kappa (Homo sapiens), Q9UBT6; further: on the % scale 0 is the no-effect control and ±100 the full control effect
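Readout: fluorescence, taken kinetically at 0 and 10 min. Conditions: 10 nM Pol kappa, 15 min RT compound preincubation, 50 nM substrate final. Controls: enzyme-free buffer wells.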
Pol iota inh – qHTS for Inhibitors of Polymerase Iota; DNA polymerase iota (Homo sapiens), Q9UNA4; Pol iota fluorescent replication assay, 10 min; Potency, µM (titrated, usually from 115 µM), without a hit: at the top dose activity, negative = inhibition, usual class: inhibitors; 390,000 compounds, 1% hits; AID 588590, 2011
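Pol iota at 10 nM preincubated 15 min with compounds at room temperature; reaction started with fluorescent substrate, 50 nM final. Fluorescence read kinetically at 0 and 10 min; buffer-only wells as negative control.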
Pol eta inh – qHTS for Inhibitors of Polymerase Eta; recombinant Pol eta, fluorescent DNA replication assay; Potency, µM (highest dose often 114 µM), inactives show at the top dose activity change, negative = inhibition, actives largely listed as inhibitors; 390,000 compounds, 1.2% hits; further: on the % scale 0 is the no-effect control and ±100 the full control effect
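Pol eta at 10 nM preincubated with compounds 15 min at room temperature; reaction started with fluorescent substrate (50 nM final) and read kinetically at 0 and 10 min.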
BLM helicase inh – qHTS Assay for Inhibitors of Bloom's syndrome helicase (BLM). recombinant BLM DNA unwinding, fluorescence dequenching. Potency, µM (doses to about 56.1 µM), for the others: top-dose activity change, negative = inhibition, hits mostly inhibitors. 350,000 compounds, 0.2% hits;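 further: plate controls were vehicle for no effect and no enzyme for full effect; nearly all actives have a fitted effect of over 35% in size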
BAZ2B inh – qHTS Assay for Inhibitors of BAZ2B; Bromodomain adjacent to zinc finger domain protein 2B (Homo sapiens), Q9UIF8; AlphaScreen BAZ2B-H3K14Ac peptide displacement; 360,000 compounds, 4.4% hits; Potency, µM (doses to about 114 µM), inactives show top-dose activity change, negative = inhibition, most hits filed as inhibitors; further: on the % scale 0 is the no-effect control and ±100 the full control effect; nearly all actives have a fitted effect of over 60% in size
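Inhibition is scored as reduced AlphaScreen emission. The BAZ2B/b-H3(5-23)K14Ac complex (50 nM each) in PBS pH 7.4, 0.01% Tween-20 meets compound (up to 110 uM) for 30 min at RT before bead addition.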
POLB inh – qHTS Assay for Inhibitors of DNA Polymerase Beta; P06746; Pol beta primer extension/strand displacement, fluorescence kinetic; Potency, µM (doses to about 114 µM), inactives show at the top dose activity change, negative = inhibition, actives largely listed as inhibitors; 340,000 compounds, 1.3% hits; further: on the % scale 0 is the no-effect control and ±100 the full control effect
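Reaction started by 50 nM substrate onto compound-treated Pol beta (10 nM, 15 min preincubation, room temperature); plates read at 0 min and 10 min. Normalized concentration-effect data fitted by four-parameter Hill equation.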
* = called active by the depositor; & = joins results of further samples; [ ] = another dose, or the depositor's remark. The call rests on the fitted dose curve; in most records, active means well fitted curve in the direction sought with a large enough effect; inconclusive means small, poorly fitted or top-dose-only effect, or another doubt; inactive means no such curve, though single readings can be large; an effect the other way counts as inactive or inconclusive. Potency means the concentration at half of the fitted maximal effect. An excerpt, so the mix of outcomes need not match the whole.

O=C(COc1ccc(Cl)cc1)Nc1nnc(S(=O)(=O)N2CCc3ccccc32)s1 was read as G9a block 0.89µM*, JMJD2A Tudor inconclusive, POLK inh -7%, Pol iota inh 7%, Pol eta inh inconclusive, BLM helicase inh -5%, BAZ2B inh inconclusive and POLB inh 11%.
Fc1cnc(N2CCOCC2)nc1N1CCc2ccccc21 was read as G9a block -8%[59 µM], APEX1 inh -1%, JMJD2A Tudor 6%, POLK inh -6%, Pol iota inh -6%, Pol eta inh -21%, BLM helicase inh 1%, BAZ2B inh 4% and POLB inh -2%.
Screening O=C(/C=C/c1ccco1)Nc1ccc(C(=O)N2CCOCC2)cc1 returned G9a block inconclusive, APEX1 inh -4%, JMJD2A Tudor -29%, POLK inh -32%, Pol iota inh -45%, Pol eta inh inconclusive, BLM helicase inh -16%, BAZ2B inh inconclusive and POLB inh -2%.
Cc1nc(CN(C)Cc2nc(Cc3ccccc3Cl)no2)cs1 was read as G9a block -33%, APEX1 inh -8%, JMJD2A Tudor -6%, POLK inh -4%, Pol iota inh 0%, Pol eta inh 0%, BLM helicase inh -4%, BAZ2B inh -12% and POLB inh -12%.
Screening N#Cc1ccccc1NC(=O)COC(=O)c1ccc2c(c1)OCO2 returned G9a block 10%[2.33 µM], APEX1 inh 5%, JMJD2A Tudor -10%, POLK inh 0%, Pol iota inh 18%, Pol eta inh -19% and BAZ2B inh 3%.
`Cc1ccc(NC(=O)COC(=O)C2CC2)cc1S(=O)(=O)N1CCOCC1` gave APEX1 inh -2%, JMJD2A Tudor 0%, POLK inh 2%, Pol iota inh 17% and Pol eta inh -7%.
For N#CCCN(CCN1CCCC1)S(=O)(=O)c1ccc(-c2ccc([N+](=O)[O-])cc2)cc1 the results were G9a block -35%, APEX1 inh -2%, JMJD2A Tudor -2%, POLK inh 4%, Pol iota inh 138%[activator], Pol eta inh -19%, BLM helicase inh -1%, BAZ2B inh inconclusive and POLB inh 5%.
`O=C(NCCC1=CCCCC1)c1cc(S(=O)(=O)N2CCOCC2)c(Cl)cc1Cl` gave G9a block -6%, APEX1 inh 2%, JMJD2A Tudor -2%, POLK inh -5%, Pol iota inh 26%, Pol eta inh -18% and BAZ2B inh -3%.
`CCN(CC)CCNC(=O)CN1N=C(c2ccc(OC)cc2)CCC1=O` gave G9a block -2%[59 µM], JMJD2A Tudor 4%, POLK inh -9%[60.1 µM], Pol iota inh 1%, Pol eta inh 10%, BLM helicase inh 1%, BAZ2B inh 9% and POLB inh 10%.
`CCCNC(=O)NC(C(=O)OC)C12CC3CC(CC(C3)C1)C2` (stereo not given) gave G9a block 4%[59 µM], APEX1 inh 1%, JMJD2A Tudor -11%, POLK inh -5%, Pol iota inh 8%, Pol eta inh -7%, BLM helicase inh -3%, BAZ2B inh -3% and POLB inh -14%.
For COc1ccc(CCNC(=O)CSc2cccc3cccnc23)cc1OC the results were G9a block 3%, APEX1 inh 1%, JMJD2A Tudor -6%, POLK inh -15%, Pol iota inh 2%, Pol eta inh -5%, BLM helicase inh 2%, BAZ2B inh -5% and POLB inh -2%.
`CC(=O)c1cccc(NC(=O)COC(=O)c2ccc(S(C)(=O)=O)c([N+](=O)[O-])c2)c1` gave G9a block -42%, APEX1 inh 0%, JMJD2A Tudor -9%&-11%, POLK inh -5%&-26%, Pol iota inh inconclusive, Pol eta inh 79µM*, BLM helicase inh -6%, BAZ2B inh -19% and POLB inh 10%.

The final 3 entries of the section before come first, to join the parts.
`CCCNC(=O)NC(C(=O)OC)C12CC3CC(CC(C3)C1)C2` (stereo not given) gave G9a block 4%[59 µM], APEX1 inh 1%, JMJD2A Tudor -11%, POLK inh -5%, Pol iota inh 8%, Pol eta inh -7%, BLM helicase inh -3%, BAZ2B inh -3% and POLB inh -14%.
For COc1ccc(CCNC(=O)CSc2cccc3cccnc23)cc1OC the results were G9a block 3%, APEX1 inh 1%, JMJD2A Tudor -6%, POLK inh -15%, Pol iota inh 2%, Pol eta inh -5%, BLM helicase inh 2%, BAZ2B inh -5% and POLB inh -2%.
`CC(=O)c1cccc(NC(=O)COC(=O)c2ccc(S(C)(=O)=O)c([N+](=O)[O-])c2)c1` gave G9a block -42%, APEX1 inh 0%, JMJD2A Tudor -9%&-11%, POLK inh -5%&-26%, Pol iota inh inconclusive, Pol eta inh 79µM*, BLM helicase inh -6%, BAZ2B inh -19% and POLB inh 10%.
`Cc1ccc(N2CCN(S(=O)(=O)c3ccc4oc(=O)ccc4c3)CC2)c(C)c1` gave G9a block 8%, APEX1 inh 52%[activator], JMJD2A Tudor -13%, POLK inh 0%, Pol iota inh 15%, Pol eta inh -11%, BLM helicase inh -9%, BAZ2B inh 1% and POLB inh 8%.
`COc1cccc(NC(=O)CSc2nnc(-c3cccc(OC)c3)o2)c1` gave G9a block -9%[59 µM], JMJD2A Tudor -8%, POLK inh -3%, Pol iota inh 14%, BLM helicase inh 0%, BAZ2B inh 2% and POLB inh -11%.
For O=c1[nH]c(CN2CCN(c3ccc([N+](=O)[O-])cc3)CC2)nc2ccsc12 the results were G9a block 8%[59 µM], APEX1 inh -1%, JMJD2A Tudor inconclusive, POLK inh -1%, Pol iota inh 0%, Pol eta inh -11%, BLM helicase inh -2%, BAZ2B inh inconclusive and POLB inh -1%.
For O=C(O)c1cc(S(=O)(=O)O)cc(Nc2c3ccccc3nc3ccccc23)c1O the results were G9a block 18µM*, APEX1 inh -13%, JMJD2A Tudor inconclusive, POLK inh inconclusive, Pol iota inh inconclusive, Pol eta inh 22µM*, BLM helicase inh 1%, BAZ2B inh inconclusive and POLB inh -7%.
For COCCn1c(SCC(=O)Nc2ccccc2OC)nc2c([nH]c3ccccc32)c1=O the results were G9a block 4%, APEX1 inh -18%, JMJD2A Tudor -12%, POLK inh -11%, Pol iota inh 33%[activator], Pol eta inh -17%, BLM helicase inh -7%, BAZ2B inh -2% and POLB inh -1%.
For O=C(COCc1cc(-c2ccc(F)cc2)on1)Nc1cccc(Cl)c1Cl the results were G9a block 4%[59 µM], JMJD2A Tudor 5%, POLK inh -7%, Pol iota inh 40%[activator], Pol eta inh -20%, BLM helicase inh -4%, BAZ2B inh 2% and POLB inh -29%.
CCOC(=O)C1CCCN(C(=O)CCCn2nnnc2CN2CCOCC2)C1 (stereo not given) was read as G9a block 1%[12.7 µM], APEX1 inh 27%, JMJD2A Tudor 12%, POLK inh 2%, Pol iota inh 22%, Pol eta inh -17%, BLM helicase inh 1%, BAZ2B inh 2% and POLB inh -24%.
`Cn1cccc1Cc1nnc(SCC(=O)NCC2CCCO2)n1C` (stereo not given) gave G9a block 4%, APEX1 inh inconclusive, JMJD2A Tudor -25%, POLK inh -8%, Pol iota inh 34%, Pol eta inh -20%, BLM helicase inh -1%, BAZ2B inh 3% and POLB inh 4%.
For Cc1ccc(-c2noc(-c3ccccc3NC(=O)C3CC(=O)N(c4ccc(C)cc4)C3)n2)cc1 (stereo not given) the results were G9a block 5%[59 µM], JMJD2A Tudor -20%, POLK inh -3%, Pol iota inh inconclusive, Pol eta inh -2%, BLM helicase inh -8%, BAZ2B inh 0% and POLB inh 21%.
CCc1ccc(NC(=S)NC2CC3CCCC(C2)N3Cc2cccs2)cc1 (stereo not given) was read as G9a block inconclusive, APEX1 inh -5%, JMJD2A Tudor inconclusive, POLK inh -6%, Pol iota inh 2%, Pol eta inh -2%, BLM helicase inh -4%, BAZ2B inh inconclusive and POLB inh -2%.
Cc1[nH]nc2c1C(c1ccc(F)cc1)C1=C(CC(C)(C)CC1=O)N2 (stereo not given) was read as G9a block -2%[12.7 µM], APEX1 inh 2%, JMJD2A Tudor -15%[57.1 µM], POLK inh -6%, Pol iota inh -1%, Pol eta inh -8%, BLM helicase inh -2%, BAZ2B inh -4% and POLB inh -7%.
Cc1ccc(C2(C)NC(=O)N(CC(=O)Nc3ccccc3C(=O)NC3CCCC3)C2=O)cc1 (stereo not given) was read as G9a block 4%[0.501 µM], APEX1 inh 3%, JMJD2A Tudor -21%, POLK inh -3%, Pol iota inh 46%[activator], Pol eta inh -3% and BAZ2B inh 5%.
For Cc1ccc(-c2nnc(Nc3ccc(Br)cc3)c3ccccc23)cc1S(=O)(=O)N1CCOCC1 the results were G9a block -8%[59 µM], JMJD2A Tudor -16%, POLK inh -9%[60.1 µM], Pol iota inh -5%, Pol eta inh 3%, BLM helicase inh -4%, BAZ2B inh 4% and POLB inh 1%.
Screening NC(=O)COC(=O)CCCc1c[nH]c2ccccc12 returned G9a block inconclusive, APEX1 inh -2%, JMJD2A Tudor -20%, POLK inh -7%, Pol iota inh 10%, Pol eta inh 4%, BLM helicase inh -1%, BAZ2B inh -5% and POLB inh 1%.
O=C1C=C(c2ccc(Cl)c(C(F)(F)F)c2)C[C@@H](c2ccc(Cl)cc2)C1 was read as G9a block 16%[2.33 µM], APEX1 inh -13%, JMJD2A Tudor -9%, POLK inh 13%, Pol iota inh 9%, Pol eta inh -17% and BAZ2B inh 2%.
Screening CCc1ccc(NC2=NCC(=O)N2Cc2ccc3c(c2)OCO3)cc1 returned G9a block -39%[12.7 µM], APEX1 inh -3%, JMJD2A Tudor -33%, POLK inh 4%, Pol iota inh -2%, Pol eta inh -15%, BLM helicase inh -4%, BAZ2B inh inconclusive and POLB inh -1%.
For COc1ccc(NC(=O)Cn2nnc(-c3ccccc3N)n2)cc1OC the results were G9a block 10%[59 µM], APEX1 inh 0%, JMJD2A Tudor -19%, POLK inh -8%[60.1 µM], Pol iota inh 7%, Pol eta inh 9%, BLM helicase inh -3%, BAZ2B inh 14% and POLB inh 16%.
